Source: PubChem BioAssay
bovine MsrA act: bovine methionine sulfoxide reductase A activation; purified bovine MsrA, absorbance read-out; activation, % at 10.6 µM; 360,000 tested, 0.3% active; AID 602163; in the data active = activation above about 7.5%;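 note: 0% = vehicle and 100% = reference activator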
FAS-TE inh: inhibitors of human fatty acid synthase thioesterase domain. recombinant FAS-TE, OMFH fluorogenic substrate, fluorescence endpoint. inhibition, % at 15 µM. 360,000 tested, 0.67% active;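 active = compounds whose normalised, plate-corrected inhibition of enzyme fluorescence in the single-dose primary screen is 50% or more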;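 note: 0% = DMSO with enzyme and 100% = substrate without enzyme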
NRP1-CendR mod: alters CendR peptide binding to human NRP-1; 360,000 tested, 0.85% active; inhibition, % at 25 µM; AID 602438; FAM-RPARPAR peptide binding to NRP-1, fluorescence polarization; O14786;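 active = inhibition or corrected inhibition above about 18%, plus a signal ratio from 0.5 to 1.5, limit read from the data, passing the limit was not always enough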; note: strong numbers were not always called active
MsrA inhibitor: bovine MsrA inhibition | purified bovine MsrA, absorbance read-out | inhibition, % at 15.5 µM | 360,000 tested, 0.75% active | AID 651718; in the data active = inhibition above about 4.5%;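 note: 0% = vehicle wells with enzyme and 100% = reference inhibitor wells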
TbMetRS inhib: Trypanosoma brucei MetRS inhibition | purified T. brucei MetRS, ATP depletion, Kinase-Glo luminescence | inhibition, % at 11.9 µM | 360,000 tested, 0.4% active | AID 624268;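 active = inhibition above a per-plate cutoff of the control wells' mean inhibition plus 3 SD, cut at about 5.5% in these data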;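 note: 0% = DMSO wells median and 100% = median of wells with control inhibitor compound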
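Dosing: 11.9 µM compound single dose, 0.9% DMSO; Assay system: purified T. brucei MetRS enzyme; Measured by: Kinase-Glo luciferase luminescence reporting remaining unconsumed ATP; Schedule: 15 min plus 2 h at 25 °C.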
MT1-MMP act inh: inhibitors of human MT1-MMP activation; AID 651647; GFP/RFP ratio change, % at 20 µM; 360,000 tested, 0.061% active; P50281; HT1080 RFP-PRO-GFP cells, GFP/RFP ratio fluorescence, overnight; percent of plate control window, DMSO zero;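 active = GFP/RFP ratio change of at least 30% with cell ATP level not reduced by more than half and red fluorescence within 50% of control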; note: strong numbers were not always called active
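Read-out: GFP/RFP fluorescence ratio; Test system: RFP-PRO-GFP reporter HT1080 cells; Compound dosing: single-point 20 µM compound, 1% DMSO; Times: overnight compound exposure at 37 °C.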
SKN-1 block: inhibitors of C. elegans SKN-1; C. elegans VP596 Pgst-4::GFP/RFP ratio, acrylamide-induced, 24 h; inhibition, % at 21.8 µM; 360,000 tested, 0.49% active;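 active = interference check ratio from 0.5 to 1.5 plus GFP to RFP signal ratio inhibition reaching or exceeding a fixed threshold, cut at about 30% in these data, passing the limit was not always enough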; note: some compounds called inactive have numbers as strong as hits
PABP1 MLLE inh: inhibitors of microRNA-mediated deadenylation, human PABP1 MLLE binding | P11940 | GST-MLLE / FITC-PAM2 fluorescence polarization | inhibition, % at 20 µM | 360,000 tested, 0.36% active | AID 588489; in the data active = inhibition above about 35%, passing the limit was not always enough;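 note: plate controls were DMSO wells with GST-MLLE for no effect and wells lacking GST-MLLE protein for full effect; some results filed as inactive read as strong as hits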
Target sequence (P11940 whole entry, looked up): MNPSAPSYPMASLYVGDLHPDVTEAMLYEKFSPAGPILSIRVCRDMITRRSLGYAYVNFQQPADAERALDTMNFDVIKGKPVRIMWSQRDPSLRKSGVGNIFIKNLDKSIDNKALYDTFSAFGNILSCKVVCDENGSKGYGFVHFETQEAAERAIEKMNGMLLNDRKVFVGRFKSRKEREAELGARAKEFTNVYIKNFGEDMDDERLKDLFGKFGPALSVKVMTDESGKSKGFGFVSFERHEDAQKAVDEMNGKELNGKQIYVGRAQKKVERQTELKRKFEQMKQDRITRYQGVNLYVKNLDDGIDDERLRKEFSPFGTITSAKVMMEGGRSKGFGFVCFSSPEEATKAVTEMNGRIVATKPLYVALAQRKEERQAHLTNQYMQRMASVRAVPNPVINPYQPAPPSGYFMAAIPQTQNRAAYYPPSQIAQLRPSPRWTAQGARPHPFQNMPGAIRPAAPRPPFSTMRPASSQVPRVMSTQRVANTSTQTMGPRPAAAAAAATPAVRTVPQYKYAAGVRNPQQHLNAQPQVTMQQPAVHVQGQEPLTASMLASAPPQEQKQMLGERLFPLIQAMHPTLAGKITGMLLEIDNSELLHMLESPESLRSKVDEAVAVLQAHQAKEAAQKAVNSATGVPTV
E coli Lon inh: inhibits E. coli Lon protease; P0A9M0; purified E. coli Lon protease, fluorescence polarization; inhibition, % at 7.94 µM; 360,000 tested, 0.42% active; in the data active = inhibition above about 13%, passing the limit was not always enough;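 note: 0% = enzyme with probe and DMSO and 100% = no enzyme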
The depositor's hits bear a star; / = not tested or not shown. Outcome played no part in choosing rows. Share with any hit: about 4%.

SMILES	bovine MsrA act	FAS-TE inh	NRP1-CendR mod	MsrA inhibitor	TbMetRS inhib	MT1-MMP act inh	SKN-1 block	PABP1 MLLE inh	E coli Lon inh
Cc1ccc(/C=C2/SC(=S)N(CCC(=O)NCCCN3CCOCC3)C2=O)cc1	-3.8	-2.9	1.6	1.0	-0.2	-3.6	-4.8	29.5	-13.3
COc1cc(OC)c(NC(=S)Nc2cc(Cl)cc(Cl)c2)cc1Cl	0.1	43.1	-3.7	-0.8	0.6	2.2	-9.1	0.8	2.5
CC(C)(C)S(=O)(=O)c1cnc(N2CCCCC2)nc1N	-2.5	-6.9	-4.3	0.3	-0.6	1.5	3.9	-18.2	-2.5
O=C(/C=C/[C@H]1O[C@@H](n2ccc(=O)[nH]c2=O)[C@H](O)[C@@H]1O)NCc1cccnc1	-6.4	-7.3	-6.6	-0.6	-0.8	2.0	-7.4	-10.1	-4.8
Cc1c(C(=O)N2CCCCC2)c(S(=O)(=O)N2c3ccccc3CC2C)c(C)n1C (stereo not given)	0.9	-6.0	-11.0	0.1	0.3	1.6	5.8	-4.4	5.5
CCOC(=O)C1=CCN(S(=O)(=O)c2ccc(C)cc2)C1c1ccc(CC)cc1 (stereo not given)	-7.1	12.6	-8.4	0.5	-1.7	0.9	-9.7	7.5	-3.1
O=C(O)Cc1c[nH]c2ccccc12	2.7	-2.2	-4.4	0.3	0.1	0.3	6.8	0.9	-5.3
CCOc1ccc(OCc2ccc(C(=O)Nc3cccnc3)o2)cc1	-10.3	-10.0	11.1	-0.6	-2.8	-0.2	-19.8	-1.1	-3.5
COc1ccc(NC(=O)C2CC3CCC2C3)c(OC)c1 (stereo not given)	-10.8	0.2	11.7	1.2	-1.1	1.8	-4.6	-3.3	1.6
COc1ccc(S(=O)(=O)N2CCOCC2)cc1NC(=O)Cc1sc(C)nc1-c1ccc(F)cc1	-1.4	0.3	-8.0	0.0	-0.1	-7.4	11.9	-3.5	-6.9
COCc1cccc(-c2csc(C(NC(C)=O)c3cccc(F)c3)n2)c1 (stereo not given)	-5.4	-2.5	10.6	-0.6	0.7	1.0	6.4	-13.9	-6.6
O=C(N/N=C/c1ccccn1)c1cccs1	-9.1	-9.4	8.5	2.0	-0.4	4.6	-2.7	-0.8	10.7
CC(=O)Nc1ccc(-c2ccnc3c2CC(C(=O)Nc2cccc(Oc4ccccc4)c2)O3)cc1 (stereo not given)	1.8	11.9	-8.6	0.6	-0.3	0.9	-12.2	12.3	0.7
O=C(Cc1ccc(F)cc1)N(c1ccccc1)C1C=CS(=O)(=O)C1 (stereo not given)	-2.9	-7.5	7.1	-0.1	-0.2	3.6	8.4	5.8	-3.6
CC(C)(C)C(=O)CSc1nc2c(c(-c3cccs3)c1C#N)CCC2	-0.1	35.6	-1.0	-1.0	-0.7	-1.7	6.3	-11.5	-5.0
Nc1nnc(-c2ccc(Cl)cc2)o1	-2.3	-4.6	5.0	0.6	-0.2	0.2	-8.8	13.6	2.3
COc1ccc(/C=[N+](\[O-])C2N(c3ccccc3)C(=S)SC2(C)C)cc1OC (stereo not given)	-4.8	-2.4	-1.5	5.0*	-0.5	-3.5	-1.3	-20.7	-5.6
C[C@H](c1ccccc1)N1C[C@@H](COCc2ccccc2)Oc2cc(N3CCC[C@@H]3CO)ccc2S1(=O)=O	-11.6	19.0	-5.9	1.7	-1.3	-0.9	-1.0	/	2.5
CCOC(=O)C1CCN(C(=O)c2cc3ccccc3oc2=O)CC1	-5.0	-4.4	6.5	0.1	-0.2	0.7	-13.0	-7.2	0.8
O=C1C2C3CCC(C3)C2C(=O)N1c1ccc(OS(=O)(=O)c2ccccc2)cc1 (stereo not given)	-12.9	8.4	2.2	0.3	-1.8	-1.1	18.2	19.3	5.3
COc1cc(C(=O)OCC(=O)c2c[nH]c3ccccc23)ccc1OCC(=O)N1CCOCC1	-10.1	-17.1	-7.8	0.3	-1.0	4.8	-27.8	-71.3	-8.9
Cc1ccc2c(c1)N(CC(=O)NC1CCCC1)C(=O)c1cccnc1O2	-0.6	-0.6	1.5	-0.7	0.3	-1.1	13.4	9.6	0.8
CC(C)C(=O)Nc1ccc2c(c1)nc(CCN1CCN(c3ccccc3)CC1)n2C	0.7	-6.3	-2.4	0.3	-0.2	-2.2	-1.9	6.7	-8.8
O=C(CN1CCOCC1)Nc1cccc([N+](=O)[O-])c1	-9.8	-0.9	-3.3	-0.8	-1.2	-1.1	5.1	4.1	2.8
CCOC(=O)Nc1sc(C)c(C)c1C(=O)OCC	-12.3	8.5	18.3	-0.7	-1.0	-5.7	0.7	7.6	-10.9
CCOC(=O)[C@H]1[C@H]2COc3ccccc3[C@@H]2N2C(=O)c3ccc(C)cc3NC(=O)[C@@]12C	-4.9	-1.5	-7.7	-0.8	-0.5	-4.7	7.6	-6.1	5.0
COc1ccc(S(=O)(=O)N2CCCN(CC(=O)Nc3ccc(NC(C)=O)cc3)CC2)cc1	-1.2	-2.4	38.8*	0.9	0.1	-0.4	-10.0	-15.7	7.4
C=CCc1ccc(OCc2ccc(C(=O)Nc3ccc(NC(C)=O)cc3)o2)c(OC)c1	-1.6	-2.2	-10.8	0.7	2.0	2.6	-19.5	1.4	-10.2
CCc1nc2ccc(C(=O)NCCOc3ccc(OC)cc3)cn2c1N(CCC(C)C)CCN(C)C	0.5	-2.1	-10.9	1.0	-0.1	-3.5	3.3	12.8	-3.3
Cc1ccc2[nH]c3c(NCc4ccco4)ncnc3c2c1	-2.5	-3.8	-22.7	-0.3	44.9*	6.8	8.3	-21.1	-7.6
CN(Cc1ccccc1)C1CC(=O)N(c2ccc(C(=O)O)cc2)C1=O (stereo not given)	-3.2	-4.2	4.8	-0.1	-0.9	1.2	-0.3	8.0	10.6
COc1ccccc1CN(C)C(=O)c1cccc(S(=O)(=O)N2CCCC2)c1	-0.1	-4.3	0.5	-0.5	-0.3	-1.7	2.3	2.0	5.3
NNC(=O)CNC(=O)CNS(=O)(=O)c1ccccc1	-2.0	-7.3	7.2	0.3	-0.3	-6.0	5.7	-4.3	4.2
O=C1CC(=Nc2ccccc2)NN1c1ccccc1	-3.1	8.2	2.1	-0.5	-0.3	-10.4	11.1	3.6	-2.9
CC(=O)O[C@H]1CSC[C@H]1NC(=O)c1ccccc1	0.6	-5.3	2.2	0.1	-0.5	1.4	8.3	13.5	13.2
COc1ccc(-c2nc(C)ncc2-c2ccc(Cl)cc2)c(O)c1	-2.1	17.9	6.9	0.5	-1.1	0.3	19.6	-6.6	3.1
O=C(COC(=O)c1sc2ccccc2c1Cl)NC1CCCCC1	-1.2	-1.1	0.0	0.8	-0.2	2.6	-1.2	11.1	6.2
CCN(CC)S(=O)(=O)c1ccc(OCC(=O)NCc2ccco2)cc1	-8.2	1.8	-0.8	-0.9	1.0	0.4	-4.7	5.6	-3.2
COc1ccc2c(=O)c(-c3ccc(OC)c(OC)c3)coc2c1	-3.5	-3.8	-2.6	0.4	-1.1	-1.0	-4.2	-1.8	-5.9
CCCCc1nc2ccccc2n1Cc1nnc2n1-c1ccccc1SC2	0.6	-3.3	-16.7	-0.1	-0.1	-3.5	-3.3	5.5	6.9
Cc1ccccc1C(=O)NC1CCN(CC(=O)Nc2ccc3c(c2)OCCO3)CC1	-3.5	-0.9	9.1	2.3	-0.6	-0.7	2.1	-1.7	-8.4
COc1ccccc1Cc1c(-c2ccc(F)cc2)nc2ccc(Br)cn12	-10.2	0.8	-44.3	-0.1	-0.1	-0.8	20.1	-24.6	-12.4
O=[N+]([O-])c1ccc(/C=N/N2CCCCC2)cc1	1.1	8.6	1.8	2.0	0.2	-2.0	24.8	2.8	-5.1
Cn1c(=O)oc2cc(S(=O)(=O)N3CCCC(C(=O)Nc4nccs4)C3)ccc21 (stereo not given)	-0.6	1.9	1.6	-0.8	-0.2	-4.2	3.7	-2.8	-3.0
O=S(=O)(Nc1ccc(S(=O)(=O)N2CCCC2)cc1)c1ccccc1Br	-3.4	-3.4	3.4	0.3	-0.3	-1.1	16.4	19.3	-7.5

Grouped by structure, those above containing a tert-butyl group
SMILES	bovine MsrA act	FAS-TE inh	NRP1-CendR mod	MsrA inhibitor	TbMetRS inhib	MT1-MMP act inh	SKN-1 block	PABP1 MLLE inh	E coli Lon inh
CC(C)(C)S(=O)(=O)c1cnc(N2CCCCC2)nc1N	-2.5	-6.9	-4.3	0.3	-0.6	1.5	3.9	-18.2	-2.5
CC(C)(C)C(=O)CSc1nc2c(c(-c3cccs3)c1C#N)CCC2	-0.1	35.6	-1.0	-1.0	-0.7	-1.7	6.3	-11.5	-5.0

(further entries)
SMILES	bovine MsrA act	FAS-TE inh	NRP1-CendR mod	MsrA inhibitor	TbMetRS inhib	MT1-MMP act inh	SKN-1 block	PABP1 MLLE inh	E coli Lon inh
CN(C(=O)c1ccc(NC(=O)Cc2ccc(NC(=O)C3CCCN(C(=O)CCc4ccccc4)C3)cc2)cc1)C1CCCC1 (stereo not given)	5.0	3.3	-6.1	0.3	0.0	5.7	-10.3	7.7	-1.4
O=C(Nc1ccc(Br)cn1)c1cccc2ccccc12	0.5	20.1	5.3	-1.0	2.0	2.1	25.9	7.6	0.3
O=C(CSc1nnc(CNC(=O)c2c(F)cccc2Cl)o1)NCc1ccccc1	-7.4	-5.2	6.3	-0.8	0.0	3.2	-12.4	12.9	4.6
Cc1cccc(N2CC(O)=C(c3nc4ccccc4n3C)C2=N)c1	-13.1	-12.8	-5.8	1.1	-0.5	2.5	-7.6	-7.2	-7.1
O=C(NNC(=O)c1ccc[nH]1)c1cccc(C(F)(F)F)c1	-5.7	-2.0	10.9	1.1	-0.6	6.3	-4.3	-2.4	15.0
CCOC(=O)N1CCN(C(=O)c2ccc3c(=O)n(CCc4ccc(OC)c(OC)c4)c(=O)[nH]c3c2)CC1	-6.2	1.6	-2.0	0.4	-0.8	1.6	1.7	-9.8	-8.2
O=C1c2ccccc2CN1CCNC(=S)NC1CCCCC1	-1.5	-2.1	1.2	-1.4	0.6	5.2	6.0	-58.1	0.7
Cc1ccccc1C(=O)NC(=S)Nc1ccccc1N1CCCC1	-3.3	36.2	4.8	0.6	-0.2	-2.3	16.1	27.7	-8.7
Cc1ccc(S(=O)(=O)N(c2cccc(C)c2)C2CCS(=O)(=O)C2)cc1 (stereo not given)	-0.1	-0.2	-0.6	0.1	-0.1	0.5	6.5	3.2	-2.0
Cc1ccc(N(CC(=O)N2CCCCCC2)S(=O)(=O)c2ccccc2)cc1	-4.2	-0.5	0.2	-0.6	-0.9	-0.9	3.5	4.0	8.5
CCOC(=O)c1cccnc1SCC(=O)Nc1ccc(C)cc1	1.9	7.2	-3.5	-0.6	-0.1	2.8	5.0	-7.7	-3.1
O=C(OCC(=O)N1CCc2ccccc21)c1ccc(Cl)nc1	1.2	2.3	7.4	-0.1	-0.7	2.3	-6.0	0.0	-3.4
O=C(O)c1ccn(COc2ccc(Br)cc2)n1	-1.7	-2.7	-0.6	0.0	-0.6	0.3	12.6	6.9	9.5
COc1ccc(O)c(C(=O)c2cnc3c(c2)c(-c2ccc(F)cc2)c(C#N)c(=O)n3C)c1	-8.3	32.4	-6.8	0.6	-0.4	-0.8	5.5	-13.2	11.5

Fetched by structure from above, 2 records:
SMILES	bovine MsrA act	FAS-TE inh	NRP1-CendR mod	MsrA inhibitor	TbMetRS inhib	MT1-MMP act inh	SKN-1 block	PABP1 MLLE inh	E coli Lon inh
CCN(CC)S(=O)(=O)c1ccc(OCC(=O)NCc2ccco2)cc1	-8.2	1.8	-0.8	-0.9	1.0	0.4	-4.7	5.6	-3.2
COCc1cccc(-c2csc(C(NC(C)=O)c3cccc(F)c3)n2)c1 (stereo not given)	-5.4	-2.5	10.6	-0.6	0.7	1.0	6.4	-13.9	-6.6
